Assay outcomes as filed in PubChem.
PKM2 act: qHTS Assay for Activators of Human Muscle isoform 2 Pyruvate Kinase; Pyruvate kinase PKM (Homo sapiens), P14618; purified PKM2, Kinase-Glo ATP luminescence, activation; response scale: 0% is enzyme alone, no compound; Potency, µM (series often up to 57.5 µM), without a hit: top-dose activation, usual class: activators; 260,000 compounds, 0.34% hits; AID 1631, 2009; further: potency means the concentration at half of the fitted maximal effect; on the % scale 0 is the no-effect control and ±100 the full control effect; nearly all actives have a fitted effect of over 55% in size
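Purified hPK-M2 (>95%) run at intermediate activity with 0.1 mM ADP and 0.5 mM PEP in 50 mM imidazole pH 7.2, KCl, MgCl2; 1 h room temperature. ATP formed read by Kinase-Glo luminescence; normalized to uninhibited and no-enzyme controls.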
Giardia kill: Small Molecules that selectively kill Giardia lamblia: qHTS; Giardia lamblia trophozoite viability; 340,000 compounds, 0.15% hits; activity change, % at 7.66 µM, hits read low; in the data active means activity change below about -80%; inconclusive means between about -30% and that limit;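 further: parasites exposed to compound for two days anaerobically before the ATP read; on the % scale 0 is the no-effect control and ±100 the full control effect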
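Luminescence from cellular ATP indicates surviving trophozoites (100 cells/well) following 48 hrs anaerobic compound treatment at 37 deg C; signal develops 15-30 min at room temperature.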
Menin-MLL TR inh: qHTS Assay for Inhibitors Targeting the Menin-MLL Interaction in MLL Related Leukemias: Competition With Texas Red Labeled MLL-derived Mutant Peptide. Potency, µM (doses to about 61.6 µM), for inactives: at the highest dose FP activity change, negative = inhibition, usual class: inhibitors. AID 1768, 2009. Menin + Texas Red MLL mutant peptide, fluorescence polarization. 270,000 compounds, 0.23% hits. O00255; active means well fitted inhibition curve with a large enough effect in the polarisation, with a control signal flat, not every such curve was filed as active; inconclusive means small, poorly fitted or top-dose-only effect, or effect the other way, or a change in a side signal; inactive means no such curve, though single readings can be large or run the other way; the % refers to the polarisation; further: potency means the concentration at half of the fitted maximal effect; % of control where 0% means no effect; many of its hits are not listed in these tables
GALK inhibitor: qHTS Assay for Inhibitors of Human Galactokinase (GALK); Potency, µM (series often up to 57.5 µM), for the others: at the top dose activity change, negative = inhibition, hits mostly inhibitors; AID 1868, 2009; 270,000 compounds, 0.007% hits; P51570; Purified GALK, Kinase-Glo residual ATP luminescence; further: potency means the concentration at half of the fitted maximal effect; on the % scale 0 is the no-effect control and ±100 the full control effect
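5 nM enzyme, 35 uM ATP, 100 uM galactose, 20 mM HEPES pH8.0, 5 mM MgCl2; 1 h RT; residual ATP by Kinase-Glo Plus luminescence, qHTS format.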
KCNH2 3.1 block: qHTS for Inhibitors of KCHN2 3.1: Mutant qHTS. activity change, % (tested at about 1.8 µM). 340,000 compounds, 0.95% hits. U2OS KCNH2 3.1, thallium flux FluxOr; active compounds read low. Potassium voltage-gated channel subfamily H member 2, brain isoform KCNH2 3.1 (human). AID 720553, 2013;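 active means maximum activity change below -70%; inconclusive means maximum activity change from -70% to -50%; inactive means maximum activity change above -50%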;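 further: thallium influx rate constant from kinetic fluorescence after stimulation buffer; on the % scale 0 is the no-effect control and ±100 the full control effect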
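Thallium flux read-out: FluxOr dye with Red40 quencher in HBSS/HEPES, 45 min at RT. Rate constants from kinetic reads were normalized to positive and negative DMSO controls. Cells: U2OS virally expressing the 3.1 isoform.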
MLL CXXC-DNA inh: qHTS Fluorescence Polarization Assay for Inhibitors of MLL CXXC domain - DNA interaction; MLL-CXXC / FITC-HOXA9 DNA fluorescence polarization; 290,000 compounds, 0.037% hits; Histone-lysine N-methyltransferase 2A (Homo sapiens), Q03164; Potency, µM (series often up to 115 µM), for inactives: at the top dose activity change, negative = inhibition, most hits filed as inhibitors; active means well fitted inhibition curve with a large enough effect in the polarisation, with a control signal flat, not every such curve was filed as active; inconclusive means small, poorly fitted or top-dose-only effect, or effect the other way, or a change in a side signal; inactive means no such curve, though single readings can be large or run the other way; the % refers to the polarisation; further: potency means the concentration at half of the fitted maximal effect
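Purified MLL-CXXC (added from a 7 uM solution) was preincubated 5 min at ambient with pinned compounds in 50 mM Tris-HCl pH 7.5, 50 mM NaCl, 1 mM DTT, 0.05% BSA. Fluorescein-labeled HOX-A9 DNA (50 nM solution) followed, 30 min, then polarization read.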
B2AR arrestin: qHTS assay of beta-arrestin-biased ligands of beta2-adrenergic receptor | Beta-2 adrenergic receptor (Homo sapiens), P07550 | beta-arrestin recruitment to beta2AR, cell-based reporter | Potency, µM (doses to about 46.1 µM), without a hit: at the highest dose activation, actives largely listed as activators | 330,000 compounds, 0.02% hits;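 further: potency means the concentration at half of the fitted maximal effect; 0% = DMSO controls and full agonism = EC100 isoproterenol or metaproterenol; nearly all actives have a fitted effect of over 65% in size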
hERG WT inh: qHTS for Inhibitors of KCHN2 3.1: Wildtype qHTS; activity change, % at 1.84 µM; 340,000 compounds, 0.37% hits; U2OS, BacMam KCNH2, thallium flux FluxOr; active compounds read low; AID 720551, 2013; Voltage-gated inwardly rectifying potassium channel KCNH2 (Homo sapiens), Q12809;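 active means maximum activity change below -70%; inconclusive means maximum activity change between -70% and -50%; inactive means maximum activity change above -50%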; further: on the % scale 0 is the no-effect control and ±100 the full control effect
Target sequence (Q12809 whole entry, looked up): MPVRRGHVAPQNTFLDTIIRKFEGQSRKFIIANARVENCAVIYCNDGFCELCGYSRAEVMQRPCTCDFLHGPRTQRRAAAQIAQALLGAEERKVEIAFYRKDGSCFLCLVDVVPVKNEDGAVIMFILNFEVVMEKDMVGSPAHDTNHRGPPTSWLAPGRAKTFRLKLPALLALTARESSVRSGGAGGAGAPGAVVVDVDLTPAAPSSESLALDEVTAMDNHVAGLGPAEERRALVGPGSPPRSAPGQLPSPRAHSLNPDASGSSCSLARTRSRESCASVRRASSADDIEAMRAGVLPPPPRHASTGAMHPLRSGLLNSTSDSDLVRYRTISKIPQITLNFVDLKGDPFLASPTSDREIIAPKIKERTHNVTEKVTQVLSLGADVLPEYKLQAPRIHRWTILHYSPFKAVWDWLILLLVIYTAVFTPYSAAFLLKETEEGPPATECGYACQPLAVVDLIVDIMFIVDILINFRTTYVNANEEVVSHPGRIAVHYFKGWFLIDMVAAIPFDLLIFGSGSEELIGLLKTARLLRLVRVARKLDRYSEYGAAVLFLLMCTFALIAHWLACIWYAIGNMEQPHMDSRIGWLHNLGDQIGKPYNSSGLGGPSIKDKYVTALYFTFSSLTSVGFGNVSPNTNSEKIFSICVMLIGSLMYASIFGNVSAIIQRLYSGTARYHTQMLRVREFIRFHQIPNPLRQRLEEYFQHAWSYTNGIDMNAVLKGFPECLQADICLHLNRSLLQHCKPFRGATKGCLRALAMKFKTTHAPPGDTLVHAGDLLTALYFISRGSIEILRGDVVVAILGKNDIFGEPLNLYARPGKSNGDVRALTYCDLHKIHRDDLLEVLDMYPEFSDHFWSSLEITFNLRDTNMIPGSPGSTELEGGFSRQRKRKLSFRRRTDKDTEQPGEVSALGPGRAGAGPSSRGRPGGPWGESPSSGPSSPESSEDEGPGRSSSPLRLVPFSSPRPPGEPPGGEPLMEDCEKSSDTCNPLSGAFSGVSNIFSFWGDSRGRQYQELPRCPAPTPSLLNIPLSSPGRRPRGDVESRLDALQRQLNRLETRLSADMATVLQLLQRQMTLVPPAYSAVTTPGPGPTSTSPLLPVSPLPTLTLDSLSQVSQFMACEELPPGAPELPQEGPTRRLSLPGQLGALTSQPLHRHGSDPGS
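U2OS cells transduced with wild-type KCNH2 virus are loaded with FluxOr dye for 45 min, and thallium flux is measured in kinetic reads before and after stimulation buffer. Rate constants are normalized to DMSO controls.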
USP2a block: qHTS Assay for Inhibitors of Ubiquitin-specific Protease USP2a Using CHOP2 as the Reporter; 330,000 compounds, 0.01% hits; USP2 core, Ub-CHOP2 coupled fluorogenic reporter, 485/531; Potency, µM (series often up to 38.3 µM), for the others: at the highest dose activity change, negative = inhibition, most hits filed as inhibitors;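 further: potency means the concentration at half of the fitted maximal effect; plate controls were DMSO wells for no effect and full inhibition by NEM control for full effect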
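Deubiquitinase activity read as fluorescence (485/531 nm) after Ub-CHOP2 cleavage activates the enterokinase reporter on its substrate; USP2 core 10nM, Ub-CHOP2 and substrate 25nM each, 30min compound preincubation then 60min RT; data normalized to NEM, curves fitted.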
TRPV1 agonist: HTS Assay for Compounds that Act as Agonists of the Vanilloid Receptor 1 | Transient receptor potential cation channel subfamily V member 1 (Homo sapiens), Q8NER1 | TRPV1-expressing cells, Fluo-8 calcium influx, agonist mode | activation, % at 8.33 µM | 320,000 compounds, 0.19% hits; in the data active means activation above about 80%; inconclusive means between about 30% and that limit; further: 0% is about no effect
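Fluo-8 calcium influx in TRPV1-expressing cells, kinetic read (ex 480/em 520 nm). Compound added and read 3 min for agonist activity, followed by capsaicin at EC20 final and 2 min further read for enhancement.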
Coupling enz: qHTS Assay for Inhibitors of Fructose-1,6-bisphosphate Aldolase from Giardia Lamblia: Coupling assay counterscreen | coupling enzyme system counterscreen, AmpLite Red fluorescence | AID 2472, 2010 | activity change, negative = inhibition, % at 58.2 µM, hits read low | 290,000 compounds, 0.67% hits; in the data active means activity change below about -30%; further: on the % scale 0 is the no-effect control and ±100 the full control effect
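First, compound is pin-transferred into glyceraldehyde-3-phosphate coupling-enzyme reagent at 57.5 uM final and held 10 min at RT. Next, substrate, coupling system and AmpLite Red are added. After 20 min RT, fluorescence (525/598 nm) is read.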
An asterisk follows results filed as active; ? = inconclusive; . = no result given; [ ] = dose if it differs, or a comment. Unless noted, the call rests on the fitted dose curve; in most records, active means well fitted curve in the direction sought with a large enough effect; inconclusive means small, poorly fitted or top-dose-only effect, or another doubt; inactive means no such curve, though single readings can be large; an effect the other way counts as inactive or inconclusive. A portion of the library; rates above refer to the full screens.

compound	PKM2 act	Giardia kill	Menin-MLL TR inh	GALK inhibitor	KCNH2 3.1 block	MLL CXXC-DNA inh	B2AR arrestin	hERG WT inh	USP2a block	TRPV1 agonist	Coupling enz
O=C(c1ccc(N2CCCC2=O)cc1)N1CCCCCC1	-5%	-26	0%	-2%	-11	-2%	-0.2%	-6	3%	3	3
CCOc1ccc(S(=O)(=O)NNC(=S)Nc2ccc(Br)cc2)cc1	-1%	1	18%	-1%	-33	5%	-1.1%	-3	-1%	2	2
CCN(C(=O)COC(=O)c1ccc(F)c(S(=O)(=O)N2CCOCC2)c1)C1CCS(=O)(=O)C1 (stereo not given)	-1%	-10	.	3%	.	12%	-0.4%	5	2%	0	.
Cc1ccc(S(=O)(=O)/N=C(/c2ccc(F)cc2)N2CCCCC2)cc1	-4%	-8	-7%	-1%	-7	8%	-0.5%	3	2%	1	-2
COc1ccc(/C=N/Nc2cc(C)nc3ccc(Br)cc23)cc1	.	15	16µM*	3%	?	-10%	-1.2%	-1	-7%	14	2
O=C1CCC(C(=O)OCc2nnc(-c3ccc(Br)cc3)o2)=NN1	.	7	.	.	3	.	0.1%	0	1%	18	.
Cc1cccc(NC(=O)c2nc[nH]c2C(=O)NCC(=O)OCc2ccccc2)c1	-8%	11	.	-1%	13	-3%	0.2%	6	-3%	5	1
CC(C)NCc1cc(Br)ccc1OCc1ccccc1	3%	2	-24%	1%	3	17%	-0.2%	29	2%	7	5
CCc1ccccc1N1CC(C(=O)Nc2cc(C)on2)CC1=O (stereo not given)	.	-21	8%	6%	-3	-7%	0.7%	-15	2%	1	-2
CCc1cc(=O)oc2c3c(cc(OCC(=O)NCc4cccnc4)c12)OC(C)(C)CC3	1%	-26	-12%	.	2	6%	-0.1%	-7	-4%	?	1
Cc1nnc(-c2cccc(Br)c2)c2cn(-c3cccc(Br)c3)nc12	-8%	-12	-19%	3%	-2	-7%	-0.2%	3	1%	1	1
Cc1ccc(-n2nc3c(=O)n(CCCC(=O)NCCc4ccccc4C)nc(C)c3c2C)cc1	.	36[activator]	-12%	1%	11	6%	-0.9%	2	5%	1	-2
CCNc1nc(NCC)nc(N(CC)C(N)=S)n1	-1%	-11	.	-1%	18	-1%	0.2%	-7	1%	4	-1
O=S(=O)(/N=C(/c1ccccc1)N1CCOCC1)c1ccc(Br)cc1	-2%	3	.	-6%	9	-18%	0.1%	-5	0%	5	.
Cc1ccc(NNC(=S)Nc2ccc(C(C)C)cc2)c(C)c1	-2%	-9	-6%	0%	-17	-6%	0.3%	2	0%	2	-6
C=CCN1CN(S(=O)(=O)c2ccc(OC)cc2)c2nc3ccccc3nc21	.	-7	.	-2%	5	-12%	-0.7%	-10	1%	2	.
O=C(O)CCC(=O)NCc1ccc(C(=O)O)cc1	0%	-4	-8%	4%	26	13%	-0.3%	7	0%	-7	4
COc1ccc(CCNc2nc(-c3ccco3)cc(C(F)(F)F)n2)cc1OC	-3%	-2	27%	-2%	-5	4%	-0.3%	-1	-1%	?	-2
CC(C)OCCCNc1nc(-c2ccccc2)nc2ccccc12	-4%	33[activator]	19%	-2%	-7	-2%	-0.6%	3	-4%	?	1
OCC(CO)(CO)N=Cc1c(O)ccc2ccccc12	0%	1	-2%	5%	-14	0%	0.1%	-23	2%	-1	-28
COc1cccc(NC(=O)Nc2cc(C)on2)c1	-1%	19	-4%	8%	-3	10%	-0.3%	-5	0%	-1	3
CCC(CC)C(=O)Nc1ccc(C(=O)c2ccccc2)cc1	5%	1	3%	2%	2	2%	-0.7%	-4	4%	11	0
O=C(CN1C(=O)C2CC=CCC2C1=O)NCc1cccs1 (stereo not given)	-3%	-4	-26%	-1%	-10	-3%	0.1%	-2	2%	-1	1
O=C(CN1C(=O)NC2(CCCC2)C1=O)NCc1ccco1	.	5	.	.	-13	.	-0.2%	-7	0%	.	.
COCCN(C(=O)c1csnn1)C(C(=O)NC1CCCCC1)c1cccs1 (stereo not given)	5%	-17	-25%	-6%	-10	3%	-1.0%	-4	-1%	0	0
Cc1ccc2nc(SCc3nnc(-c4ccccc4Br)o3)[nH]c2c1	10%	-6	-5%	-1%	5	-2%	0.2%	12	4%	24	-1
COc1cccc(N2CCN(CC(=O)NC(C)c3ccccc3)CC2)c1 (stereo not given)	1%	-8	?	0%	30	-1%	-1.1%	10	1%	2	1
C=CCNc1oc(-c2ccc(OCC)cc2)nc1C#N	4%	-14	12%	-3%	3	4%	0.1%	9	5%	13	-1
CCc1cc(=O)oc2cc(OCC(=O)NCCCn3ccnc3)c(Cl)cc12	4%[0.46 µM]	2	3%	7%	-4	-3%	0.0%	4	-5%	0	5
CC(=O)Nc1ccc(NS(=O)(=O)c2ccc(-c3csc(C)n3)s2)cc1	-3%	2	.	-1%	0	-12%	0.3%	6	7%	1	0
CCc1ccc(NC(=O)Nc2ccc3c(c2)N(C)C(=O)CS3)cc1	3%	7	?	1%	10	-1%	0.1%	-7	-1%	88*	1
CCN(CC)c1nc2ccccc2n(Cc2cccc(OC)c2)c1=O	-5%	-24	6%	1%	-16	6%	0.0%	-4	-2%	7	4
Cc1nn(-c2ccccc2)c2c1C(c1ccccc1)C(C#N)=C(N)O2 (stereo not given)	8%	-12	-9%	0%	-8	-2%	-0.2%	4	2%	-2	2
COC(=O)C1=CN(c2ccc(F)cc2)C=C(C(=O)OC)C1c1cccc(Br)c1	4%	2	8%	2%	-35	5%	0.5%	2	0%	28	0
COc1ccc(/C=C/C(=O)Nc2ccc3nc4n(c(=O)c3c2)CCCC4)cc1OC	-4%	-9	-8%	-1%	13	5%	1.0%	2	2%	4	1
C=CCNC(=O)CCCOc1cc(C)ccc1C	-19%	0	4%	0%	1	-3%	0.4%	2	1%	-6	3
COc1ccc(-c2nn(-c3ccccc3)cc2CNC(C)Cn2cncn2)c(F)c1 (stereo not given)	0%	2	5%	1%	25	-4%	-0.3%	-1	-1%	-1	-2
CCCNC(=O)c1ccccc1NC(=O)c1ccccc1N(C)S(=O)(=O)c1ccc(C)cc1	0%	17	1%	-4%	17	0%	-0.7%	-5	5%	16	0
COCC(C)NC(=O)/C=C/c1ccc(OC)cc1 (stereo not given)	-9%	-16	-10%	7%	-3	26%	0.2%	.	0%	2	2
Cn1nccc1C(=O)NCCN1C(=O)OC(C)(C)C1(C)O (stereo not given)	4%	-2	-22%	0%	18	3%	-0.3%	-12	0%	0	-1
CCOc1ccccc1N1CC(C(=O)N(CC)C2CCS(=O)(=O)C2)CC1=O (stereo not given)	.	-2	.	.	2	.	-0.6%	4	0%	.	.
